Bioassay records as filed in PubChem BioAssay.
Ins promoter up: MIN6 insulin promoter up-regulation; MIN6 insulin promoter-GFP reporter, high-content imaging; stronger effect = higher value; z-score at 5 µM; hit rate 0.3% among 190,000; AID 1625;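 active means z-score above 3 at 5 µM with at least 500 cells counted in the well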
WT yeast gro inh: growth inhibition of WT yeast, mitochondrial fusion screen. mitochondrial fusion phenotypic screen, WT strain. AID 1362. hit rate 2.1% among 190,000. inhibition, % at 10 µM; in the data active means inhibition above about 58%; tested in S. cerevisiae
Autophagy mod: autophagy modulation, high-content screen; MEF GFP-LC3 puncta imaging; test concentration mostly 10 µM; calls only at 10 µM (by protocol); hit rate 0.98% among 190,000; AID 463193;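 active means percentage of spot-positive cells more than 3 SD above its plate mean, without a fluorescence outlier flag or 80% toxicity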;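 further: spot-positive cell cutoff set from DMSO-treated cells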
West Nile virus CPE: inhibition of WNV-induced cytopathic effect – cell-based, CPE readout (AID 1621); West Nile virus-infected cells, CPE inhibition; higher % means a stronger effect; CPE inhibition, % at 10 µM; hits with a dose series show IC50 in µM; hit rate 0.02% among 290,000; in the data active means a potency from the dose series; further: strong numbers were not always called active
T cell modulator: modulates CD8 T cell binding to vesicles. 2C CD8+ T cell-vesicle binding, flow cytometry; stronger effect = lower value. calls only at 7 µM. hit rate 0.068% among 330,000;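 active means response, share of CD8 T cells binding vesicles, and their 90th percentile fluorescence all below set limits, cut at about 80% in these data, passing the limit was not always enough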
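System: murine 2C transgenic CD8+ T lymphocytes; also added: QL9-loaded Drosophila micro-vesicles; times: binding 1.5 h at 37 °C; measured by: flow cytometry, PE anti-B7-1 (FL2) versus Alexa647 anti-CD8 (FL8), PFA-fixed; control set: Peptide-free naked vesicles (low) and QL9 vesicles with 0.7% DMSO vehicle (high)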
bCat nuc transl: alters nuclear translocation of beta-catenin in HeLa cells | immunofluorescence imaging | nuclear translocation activity, % at 5 µM | hit rate 0.3% among 190,000;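 active means nuclear translocation activity above 50% at 5 µM, with a well cell count of 50 or more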;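 further: per-cell ratio of nuclear to cytoplasmic median beta-catenin stain intensity; plate controls were DMSO negative control for no effect and GSK-3 inhibitor IX positive control for full effect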
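Read-out: Nuclear/cytoplasmic beta-catenin signal ratio, % activation | Assay system: Human HeLa cell line | Times: 24 h compound exposure at 37°C, 5% CO2 | Signal: Fluorescence imaging of beta-catenin antibody stain plus DAPI | Dosing: 5 µM primary, 0.02–20 µM confirmation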
Myeloid diff 2: promotes myeloid progenitor differentiation; ER-HoxA9 myeloid progenitors, lysozyme-GFP differentiation, flow cytometry; calls only at 10 µM; hit rate 1% among 360,000;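 active means normalized GFP-positive differentiation at or above the plate's own cutoff, the solvent-only control mean plus 3 SD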;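 further: cells exposed to compound for four days before flow analysis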
Lipid droplet: modulators of hepatic lipid droplet formation | AML12 mouse hepatocytes, oleate lipid droplets, BODIPY imaging | inhibition, % at 6.5 µM | hit rate 0.4% among 240,000 | AID 1656;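 active means lipid droplet intensity inhibited by at least 50%, with more than 500 cells counted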
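material = mouse AML12 hepatocyte cell line, fixed after treatment | also added = 100 µM oleic acid challenge | doses = compound at 6.5 µM only | schedule = overnight exposure | technique = Image-based BODIPY and DAPI two-channel analysis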
MT stabilize HCS: microtubule stabilization, imaging screen | HeLa tubulin immunostaining HCS, 24 h; share of cells brighter than vehicle mean+2SD | AID 2205 | % tubulin-high responders, % at 10 µM | hit rate 0.83% among 200,000;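 active means plate Z-score above 3 for both tubulin-high and condensed-nucleus cell shares, with cell loss under 80%, at 10 µM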;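 further: anti alpha tubulin signal scored within the nucleus-defined area of each cell; some results filed as inactive read as strong as hits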
WT yeast gro inh mutant strain: also measured in WT yeast gro inh; calls as there; inhibition, %; mitochondrial fusion phenotypic screen, mutant strain inhibition
Ins promoter up cell count: further read-out of Ins promoter up, marked with its call; cell count; measured here: cytotoxicity, nuclei count;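 total cells summed across four imaged fields per well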
Lipid droplet cells 6.5 µM: further read-out of Lipid droplet, marked with its call; cell count; measured here: cell count, cytotoxicity flag;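 cells counted across two imaged fields per well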
bCat nuc transl cell count 5 µM: also measured in bCat nuc transl; calls as there; cell count; measured here: cell count, cytotoxicity flag
T cell modulator vesicle-bound %: second read-out of T cell modulator, no call of its own (marks repeat the call); double positive events, %; measured here: CD8+ vesicle-bound cell fraction;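 binding gate set so that unloaded-vesicle control wells show 10% double positive cells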
MT stabilize HCS Hoechst-high %: second read-out of MT stabilize HCS, no call of its own (marks repeat the call); % Hoechst-high responders; measured here: nuclear condensation Hoechst responders;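 share of cells brighter than vehicle mean plus two SD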
MT stabilize HCS cytotoxicity %: recorded beside MT stabilize HCS, whose call it bears; toxicity, %; measured here: cytotoxicity by cell density;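 0% = mean cell density of plate MIN control wells and 100% = no cells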
Autophagy mod cell loss 18 h: further read-out of Autophagy mod, marked with its call; toxicity, %; measured here: cell loss, nuclei count;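 cell loss after 18 h compound exposure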
Myeloid diff 2 GFP+ MAC1+ %: further read-out of Myeloid diff 2, marked with its call; GFP+ MAC1+ double positive, %; measured here: differentiation confirmed by MAC1 staining
* marks the source's active call; other numbers are inactive results; i = inactive; nt = not tested or not shown.

structure,Lipid droplet cells 6.5 µM,West Nile virus CPE,Autophagy mod cell loss 18 h,Ins promoter up,Autophagy mod,bCat nuc transl,T cell modulator,WT yeast gro inh,Myeloid diff 2 GFP+ MAC1+ %,Myeloid diff 2,MT stabilize HCS Hoechst-high %,MT stabilize HCS cytotoxicity %,bCat nuc transl cell count 5 µM,T cell modulator vesicle-bound %,WT yeast gro inh mutant strain,MT stabilize HCS,Lipid droplet,Ins promoter up cell count
Fc1ccc(CN2CCCCCCC2)cc1,801,-0.1%,-9,-0.69,i,nt,i,-12,2.4,i,2.9,6.6,nt,34,3,1.3,17,947
COc1ccc(-c2cn[nH]c2N)cc1,811,-0.2%,6,-0.7,i,-2.1,i,0,0.8,i,1.3,4.9,1191,20,1,0.7,12,815
COc1ccccc1NC(=O)c1cc(C)oc1C,671,0.1%,-4,-0.86,i,1.0,i,-14,0.3,i,2.9,6.9,867,27,-1,1.5,23,1727
COc1ccc(OC)c(N(CC(=O)NN=C2CCN(C)CC2)S(=O)(=O)c2ccccc2)c1,818,0.0%,nt,nt,nt,nt,i,nt,1.8,i,nt,nt,nt,18,nt,nt,0,nt
CC(=O)Nc1ccc(S(=O)(=O)Nc2cc(C)c(-n3nc4ccccc4n3)cc2O)cc1,748,-0.2%,-4,-0.91,i,0.7,i,-7,0.6,i,2.0,4.7,1033,62,-2,4.3,2,1282
CCOC(=O)N1CCN(CC(O)COCc2cc(OC)c(OC)c(OC)c2)CC1 (stereo unspecified),628,-0.6%,1,0.48,i,nt,i,-12,0.3,i,2.5,8.5,nt,30,-13,3.2,1,1260
Cc1ccc(S(=O)(=O)N(C)c2c(C)ccc(S(=O)(=O)N3CCN(C)CC3)c2C)cc1,568,-1.7%,5,nt,i,0.8,i,3,2.5,i,2.0,8.8,934,40,-22,1.7,0,nt
Nc1nnc(SCC(=O)NCc2ccc3c(c2)OCO3)s1,677,0.2%,-3,nt,i,nt,i,10,0.6,i,2.0,7.1,nt,1,5,3.1,-10,nt
COc1cc(/C=c2\sc3nc(-c4ccncc4)nn3c2=O)ccc1OC(C)=O,nt,nt,8,0.41,i,1.9,nt,-9,nt,nt,2.4,6.6,1389,nt,-5,4.7,nt,1568
CC(=O)c1ccc(N2CCN(CC(O)COCc3ccco3)CC2)cc1 (stereo unspecified),676,-0.3%,21,-0.59,i,-2.4,i,3,0.2,i,2.2,4.1,1081,19,-2,5.0,11,1292
CC1CCCCN1CCNC(=O)c1cc2c(-c3ccccc3F)nn(C)c2s1 (stereo unspecified),nt,1.1%,4,-1.4,i,nt,i,16,3.4,i,3.1,7.3,nt,0,5,3.2,nt,853
Cc1cccc(NCc2nc(-c3ccccc3)no2)c1,nt,-0.5%,0,0.24,i,nt,i,3,2.1,i,4.3,6.8,nt,40,1,2.8,nt,889
CCCc1[nH]n(-c2nc3ccccc3s2)c(=O)c1C=NCC(C)C,767,-0.1%,0,nt,i,-1.4,i,10,0.9,i,2.6,12,1022,44,12,1.5,1,nt
CCN(CC)S(=O)(=O)c1ccc2c(c1)nc(CCC(=O)OCC(=O)Nc1cc(OC)cc(OC)c1)n2C,618,0.6%,6,0.98,i,nt,i,4,0.2,i,2.2,3.0,nt,53,16,2.0,13,1318
O=C1CSC(=S)N1c1cccc(O)c1,840,0.3%,nt,nt,nt,nt,i,nt,0.8,i,nt,nt,nt,12,nt,nt,-4,nt
Cc1ccc(S(=O)(=O)N2c3ccccc3NC(=O)CC2C)cc1 (stereo unspecified),681,-0.3%,2,-0.83,i,-2.6,i,3,0.7,i,1.7,10.0,1084,30,-11,1.7,0,1965
O=C(OCc1nc2ccccc2[n+]([O-])c1C(=O)c1ccccc1)c1cccs1,556,-0.2%,-5,0,i,-1.6,i,2,0.1,i,2.7,7.6,983,49,0,3.0,-1,1364
CC(C)OC(=O)CSc1nc(N)c(C#N)c(-c2ccco2)c1C#N,nt,-0.4%,-29,0.91,i,-0.9,i,4,0.7,i,1.5,9.1,861,32,-8,1.9,nt,1203
COc1ccc(CSc2nnc(C)n2N)cc1,nt,0.2%,3,0.37,i,0.2,i,-3,0.8,i,1.7,9.2,1161,25,9,2.3,nt,1183
CCOC(=O)Nc1sc(C)c(C)c1C(N)=O,673,-0.1%,0,0.76,i,-3.3,i,-14,1.8,i,2.7,10,1139,0,6,3.3,2,1532
CCC1CCCCN1S(=O)(=O)c1ccc(NC(=O)c2cccs2)cc1 (stereo unspecified),733,0.0%,4,-0.83,i,-3.8,i,20,6.6,i,1.5,5.7,1217,38,22,3.1,7,720
CCOC(=O)c1cccc(N2C(=O)c3ccccc3S2(=O)=O)c1,755,nt,-4,0.15,i,-0.9,i,27,0.5,i,1.7,4.8,1234,22,29,2.8,-1,1292
CCOC(=O)C1=C(C)NC(=O)N(C(C)=O)C1c1ccc(Cl)cc1 (stereo unspecified),nt,-0.2%,-9,-0.16,i,-1.8,i,12,6.1,i,2.7,7.3,959,29,15,4.3,nt,1289
CCOC(=O)C1=C(c2ccccc2)OC(N)=C(C#N)C1c1ccc(Cl)s1 (stereo unspecified),nt,0.8%,-1,nt,i,nt,i,4,1.2,i,1.4,2.4,nt,11,-1,1.5,nt,nt
O=C(CCn1nc(-c2ccccc2)ccc1=O)N1CCOCC1,nt,nt,-4,-0.34,i,2.6,i,7,0.5,i,1.7,9.6,1373,13,11,2.0,nt,1397
CCCCOC(=O)CCc1nc2ccccc2[nH]1,769,-0.2%,0,0.33,i,-2.6,i,7,1.0,i,2.4,4.7,1218,39,13,4.0,8,910
CCCCN(C(=O)CSc1nncn1-c1ccccc1)c1c(N)n(Cc2ccccc2)c(=O)[nH]c1=O,729,-0.4%,-3,-0.55,i,-1.2,i,-1,0.7,i,2.3,7.5,533,42,6,4.7,19,1314
COc1ccc(NCC(O)Cn2cnc3c2c(=O)n(C)c(=O)n3C)cc1 (stereo unspecified),637,-0.1%,-2,-0.02,i,nt,i,-5,0.1,i,2.6,6.9,nt,46,-17,4.3,9,1339
O=c1ccc(-c2ccc(S(=O)(=O)N3CCCCC3)o2)n[nH]1,673,0.5%,nt,nt,nt,nt,i,nt,0.8,i,nt,nt,nt,62,nt,nt,7,nt
CN(C)S(=O)(=O)c1ccc(C(=O)OCc2nnc(-c3ccccc3)o2)cc1,745,0.3%,nt,0.1,nt,1.4,i,nt,0.3,i,nt,nt,1312,18,nt,nt,3,1049

Arranged by the number under West Nile virus CPE (low to high): three of the compounds above.
| mol | West Nile virus CPE | T cell modulator | Myeloid diff 2 GFP+ MAC1+ % | MT stabilize HCS Hoechst-high % | T cell modulator vesicle-bound % | WT yeast gro inh mutant strain |
| --- | --- | --- | --- | --- | --- | --- |
| CCCCN(C(=O)CSc1nncn1-c1ccccc1)c1c(N)n(Cc2ccccc2)c(=O)[nH]c1=O | -0.4% | i | 0.7 | 2.3 | 42 | 6 |
| Cc1ccc(S(=O)(=O)N2c3ccccc3NC(=O)CC2C)cc1 (stereo unspecified) | -0.3% | i | 0.7 | 1.7 | 30 | -11 |
| O=C(OCc1nc2ccccc2[n+]([O-])c1C(=O)c1ccccc1)c1cccs1 | -0.2% | i | 0.1 | 2.7 | 49 | 0 |

The listing continues:
structure,Lipid droplet cells 6.5 µM,West Nile virus CPE,Autophagy mod cell loss 18 h,Ins promoter up,Autophagy mod,bCat nuc transl,T cell modulator,WT yeast gro inh,Myeloid diff 2 GFP+ MAC1+ %,Myeloid diff 2,MT stabilize HCS Hoechst-high %,MT stabilize HCS cytotoxicity %,bCat nuc transl cell count 5 µM,T cell modulator vesicle-bound %,WT yeast gro inh mutant strain,MT stabilize HCS,Lipid droplet,Ins promoter up cell count
COc1ccc(-c2[nH]nc3c2C(c2ccccc2OC(=O)N2CCOCC2)C(C#N)=C(N)O3)cc1 (stereo unspecified),692,0.7%,0,0.02,i,nt,i,1,0.5,i,1.5,0.6,nt,49,1,3.0,-9,1170
Cn1nccc1C(=O)N1CCCC(C(=O)c2ccc(C(F)(F)F)cc2)C1 (stereo unspecified),761,-0.9%,nt,nt,nt,nt,i,nt,0.6,i,nt,nt,nt,16,nt,nt,-12,nt
Cn1nnnc1SCc1cn2cccnc2n1,683,-0.1%,2,-0.07,i,1.0,i,13,0.8,i,2.2,8.5,1061,56,1,1.7,-8,1673
O=C(/C=C/Nc1ccccc1O)c1ccco1,720,0.0%,nt,-0.37,nt,0.2,i,nt,0.6,i,nt,nt,1312,53,nt,nt,-22,1063
CC1(N2CCOCC2)C(=O)c2ccccc2C1=O,640,0.1%,7,0.57,i,-4.9,i,10,0.2,i,2.2,1.1,557,58,15,2.4,43,1345
CCC(=O)N1CCc2cc(S(=O)(=O)NCCC(=O)NC3CCCCCC3)ccc21,688,-0.8%,nt,nt,nt,nt,i,nt,0.2,i,nt,nt,nt,33,nt,nt,-3,nt
COc1ccccc1N=C1SC(C(=O)Nc2ccc(F)cc2)CC(=O)N1C (stereo unspecified),695,-0.2%,-4,-0.11,i,-3.6,i,-17,0.8,i,2.9,5.2,1272,51,3,3.0,-19,1189
CCOC(=O)Cn1c(=NC(=O)C(C)C)sc2c(C)cc(C)cc21,643,-0.1%,nt,0.76,nt,-1.1,i,nt,0.6,i,nt,nt,1315,27,nt,nt,1,995
COc1cc(/C=C(/C#N)c2nc3ccccc3[nH]2)ccc1OCC(=O)Nc1ccccc1C,nt,-0.5%,-24,-0.43,i,-1.1,i,4,0.4,i,2.1,4.6,1331,18,-29,1.9,nt,1603
O=[N+]([O-])c1ccc(O)c2cccnc12,695,0.2%,3,-0.1,i,-0.7,i,-8,0.5,i,2.9,5.7,1163,65,16,5.8,-17,1222
